Screening results from PubChem.
HCV inh – blocks hepatitis C virus; Huh7.5.1 HCVcc-Cre infection, luciferase reporter, 44 h; Potency, µM (highest dose often 41.8 µM), for inactives: at the top dose activity change, negative = inhibition, hits mostly inhibitors; 3.4% of 340,000 active; note: potency is the fitted concentration of half-maximal effect
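Compounds are dispensed onto cells plated 4 h earlier at 1,000 per well, with HCVcc-Cre virus (about 0.5 moi) added next. Following 44 h of culture, luminescent signal is measured for 15 sec after 15 min with substrate at room temperature.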
Giardia FBPA inh – inhibitors of Giardia lamblia fructose-1,6-bisphosphate aldolase. A8B2U2. purified Giardia FBPA. Potency, µM (top dose mostly 59.6 µM), for the others: top-dose activity, negative = inhibition, hits mostly inhibitors. 0.71% of 290,000 active; note: potency is the fitted concentration of half-maximal effect; nearly all actives have a fitted effect of over 55% in size
Target sequence (A8B2U2 whole entry, looked up): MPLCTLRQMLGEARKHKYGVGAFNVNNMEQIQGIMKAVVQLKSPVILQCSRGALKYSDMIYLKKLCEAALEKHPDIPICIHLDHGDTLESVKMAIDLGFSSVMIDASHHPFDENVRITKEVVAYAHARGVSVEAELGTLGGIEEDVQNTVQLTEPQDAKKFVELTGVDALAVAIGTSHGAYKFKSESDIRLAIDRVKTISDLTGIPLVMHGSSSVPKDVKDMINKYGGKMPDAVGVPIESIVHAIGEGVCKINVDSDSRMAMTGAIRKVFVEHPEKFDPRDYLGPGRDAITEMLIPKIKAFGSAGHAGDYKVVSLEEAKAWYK
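40 nM FBPA preincubated 10 min at RT with compound (up to 57.5 uM final), then substrate plus GAPDH/TPI/NAD/arsenate coupling and diaphorase/resazurin added. Fluorescence read after 20 min at RT, 525/598 nm.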
AMA1-RON2 inh – disrupts binding of P. falciparum AMA1 to RON2 | Potency, µM (highest dose often 58.2 µM), for inactives: top-dose activity change, negative = inhibition, hits mostly inhibitors | AlphaScreen AMA1-biotinylated RON2 peptide binding | 0.2% of 360,000 active | AID 720542;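 note: potency is the fitted concentration of half-maximal effect; 0% = vehicle wells and -100% = peptide control; nearly all actives have a fitted effect of over 45% in size; some results filed as inactive show a strong effect at the top dose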
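AMA1 (3D7) with his tag at 25 nM final met compounds first, then biotinylated RON2 peptide at 25 nM; detection used donor plus acceptor beads, 10 µg/mL apiece, read by AlphaScreen after 30 min at room temperature.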
AmpC detergent – inhibitors of E. coli AmpC beta-lactamase with detergent; P00811; AmpC hydrolysis of nitrocefin, absorbance 480 nm, 0.01% Triton; Potency, µM (highest dose often 114 µM), inactives show at the top dose activity change, negative = inhibition, usual class: inhibitors; 0.041% of 370,000 active; AID 485294;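 note: potency is the fitted concentration of half-maximal effect; 0% = no-compound wells and -100% = no-enzyme wells; nearly all actives have a fitted effect of over 25% in size; some results filed as inactive show a strong effect at the top dose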
Target sequence (P00811 whole entry, looked up): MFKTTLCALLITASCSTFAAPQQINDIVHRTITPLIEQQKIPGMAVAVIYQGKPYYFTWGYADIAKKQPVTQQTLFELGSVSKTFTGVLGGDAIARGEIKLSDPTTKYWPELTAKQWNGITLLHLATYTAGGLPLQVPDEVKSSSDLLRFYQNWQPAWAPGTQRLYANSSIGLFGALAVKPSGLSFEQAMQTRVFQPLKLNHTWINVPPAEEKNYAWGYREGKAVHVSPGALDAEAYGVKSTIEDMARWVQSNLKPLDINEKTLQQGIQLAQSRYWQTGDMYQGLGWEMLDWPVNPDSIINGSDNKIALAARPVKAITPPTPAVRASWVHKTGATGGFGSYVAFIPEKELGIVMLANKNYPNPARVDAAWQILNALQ
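AmpC (5.3 nM in the dispensed reagent) in 20 mM phosphate pH 7.0 with 0.01% (detergent screen) or 0.0001% Triton X-100 was preincubated with compounds for 15 min at room temperature. Nitrocefin was then added from an 800 uM solution, and hydrolysis was followed at 480 nm.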
Sm TGR block – inhibitors of Schistosoma mansoni thioredoxin glutathione reductase | 3% of 360,000 active | Q962Y6 | purified TGR, DTNB reduction, TNB absorbance 405 nm | Potency, µM (titrated, usually from 114 µM), for the others: at the top dose activity change, negative = inhibition, most hits filed as inhibitors; note: potency is the fitted concentration of half-maximal effect; nearly all actives have a fitted effect of over 60% in size
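First, TGR (20 nM dispensed) and NADPH were mixed with compound. Second, a 15 min room-temperature incubation followed. Third, further NADPH and then DTNB were added to start the reaction. Finally, TNB absorbance was monitored kinetically.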
HCMV inh – human cytomegalovirus inhibition; HFF cells, HCMV-luciferase reporter, 72 h; stronger effect = lower value; activity change, negative = inhibition, % at 57.5 µM; 4.5% of 410,000 active; AID 1259415; in the data active = activity change below about -60%; inconclusive = no clear call, values can overlap the other calls; inactive = above about -39%
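Two compound doses tested in HFFs infected with HCMV-luciferase, MOI 1 PFU/cell, 72 h at 37C. Lysate luminescence read with OneGlo; data normalized against buffer-only and 10uM Salinomycin inhibitor controls.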
Starred values were filed as active, the others as inactive; u = inconclusive; x = no result given; [ ] = another dose, or the depositor's remark. Unless noted, calls come from the whole dose curve; as a rule, active = well fitted curve in the direction sought with a large enough effect; inconclusive = small, poorly fitted or top-dose-only effect, or another doubt; inactive = no such curve, though single readings can be large; an effect the other way counts as inactive or inconclusive. Unless noted, % is set by controls: 0 for no effect and ±100 for the full control effect. Rows are unselected; overall some 9.3% were active at least once.

Field names – A = HCV inh; B = Giardia FBPA inh; C = AMA1-RON2 inh; D = AmpC detergent; E = Sm TGR block; F = HCMV inh
[1] CCOC(=O)c1c(NC(=O)CSc2nnc3ccccn23)sc2c1CCC2
  A = -30% | B = 6% | C = -9% | D = -3% | E = -12% | F = -34
[2] COC(=O)c1cc(NC(=O)N2c3ccccc3Sc3ccccc32)cc(C(=O)OC)c1
  A = u | B = -8% | C = -16% | D = -2% | E = 9% | F = 14
[3] O=C(NC(=S)N1CCc2ccccc21)c1ccccc1
  A = 1% | B = 7% | C = 26% | D = -1% | E = 1% | F = 9
[4] Cc1ccccc1C(=O)Nc1ccc2c(c1)OCO2
  A = 11% | B = -4% | C = -13% | D = -11% | E = -3% | F = u
[5] O=C(CSc1ncn[nH]1)Nc1ccc(Br)cc1Br
  A = -19% | B = x | C = -13%[11.6 µM] | D = x | E = x | F = u
[6] CCOc1ccc(N2CCn3c2nc2c3c(=O)n(CCc3ccccc3)c(=O)n2C)cc1
  A = 3% | B = 2% | C = x | D = -1% | E = 8% | F = x
[7] Cc1ccc(O)c(NC(=O)c2ccc3c(c2)C(=O)N(CC(C)C)C3=O)c1
  A = 11% | B = 13% | C = 14% | D = u | E = 2% | F = 168
[8] COCCCNC(=O)COC(=O)c1ccc(-c2nc3ccccc3s2)s1
  A = 14% | B = 3% | C = 2% | D = u | E = 0% | F = -28
[9] O=C(Nc1ccc(S(=O)(=O)N2CCCC2)cc1Cl)C1=COCCO1
  A = 0% | B = 3% | C = -2% | D = -4% | E = -27% | F = -28
[10] Cc1ccc(C(=O)N2CCN(S(=O)(=O)c3ccc(C)c([N+](=O)[O-])c3)C2)cc1
  A = -11% | B = -5% | C = 3% | D = -1% | E = 0% | F = -34

Entries of single compounds as entered above.
Listed for O=C(Nc1ccc(S(=O)(=O)N2CCCC2)cc1Cl)C1=COCCO1 : HCV inh: 0%; Giardia FBPA inh: 3%; AMA1-RON2 inh: -2%; AmpC detergent: -4%; Sm TGR block: -27%; HCMV inh: -28
Listed for O=C(NC(=S)N1CCc2ccccc21)c1ccccc1 : HCV inh: 1%; Giardia FBPA inh: 7%; AMA1-RON2 inh: 26%; AmpC detergent: -1%; Sm TGR block: 1%; HCMV inh: 9
Listed for COCCCNC(=O)COC(=O)c1ccc(-c2nc3ccccc3s2)s1 : HCV inh: 14%; Giardia FBPA inh: 3%; AMA1-RON2 inh: 2%; AmpC detergent: u; Sm TGR block: 0%; HCMV inh: -28

Next records
Field names – A = HCV inh; B = Giardia FBPA inh; C = AMA1-RON2 inh; D = AmpC detergent; E = Sm TGR block; F = HCMV inh
[11] COc1ccc(C2=NN(C(=O)c3cccs3)C(c3ccc(OC)cc3)C2)cc1 (stereo not given)
  A = u | B = 1% | C = -8% | D = -10% | E = 0% | F = 24
[12] OCC[C@H]1C[C@H](O)[C@@H](O)[C@@]2(CCc3ccccc3CO2)O1
  A = 8% | B = x | C = -1% | D = -8% | E = 1% | F = -16
[13] NNC(=O)COc1ccc(C2SCCS2)cc1
  A = -10% | B = -3% | C = 48%[activator] | D = -10% | E = -4% | F = -23
[14] Cc1ccc(C(=O)OCC(=O)NC(C)C2CC3CCC2C3)cc1N (stereo not given)
  A = -2% | B = x | C = -6% | D = x | E = x | F = -2
[15] Cc1ccc(CNC(=O)COCc2cc(-c3ccc4c(c3)OCO4)on2)cc1
  A = x | B = x | C = x | D = 12% | E = 3% | F = -25
[16] CNc1c(-n2cc(C(=O)OC)c(C(=O)OC)c2C(=O)OC)c(=O)n(C)c(=O)n1C
  A = -7% | B = -9% | C = -4% | D = -6% | E = 1% | F = 62
[17] Cc1noc(-c2ccc(N(C)Cc3ccccc3)c([N+](=O)[O-])c2)n1
  A = x | B = x | C = x | D = -4% | E = 0% | F = 75
[18] CCC(=O)Nc1cc(=O)[nH]c2ncnn12
  A = 11% | B = -11% | C = 6% | D = 2% | E = 1% | F = 96
[19] C=CC(=O)N1CCCC(Nc2nc(Nc3ccc(N(C)C(=O)CC)cc3C)nc3nc[nH]c23)C1 (stereo not given)
  A = -4% | B = x | C = -8% | D = x | E = x | F = 9
[20] Cc1ccc(C2CCN(C(=S)NC(C)C)C2)cc1 (stereo not given)
  A = -10% | B = 6% | C = 7% | D = 1% | E = 0% | F = -32

#	Structure	HCV inh	Giardia FBPA inh	AMA1-RON2 inh	AmpC detergent	Sm TGR block	HCMV inh
21	CCC1CCCCN1CCCNC(=O)CC1Oc2ccccc2NC1=O (stereo not given)	-6%	0%	0%	-6%	-25%	-8
22	COCCCNCC(O)C(F)(F)F (stereo not given)	1%	0%	1%	2%	7%	-23
23	Cc1cc2cc(CN(CCCN3CCOCC3)C(=O)NC3CCCCC3)c(=O)[nH]c2cc1C	u	-28%	-8%	-2%	u	41
24	COc1cccc(CSc2nnc(-c3ccncc3)n2N)c1	-2%	1%	-3%	-13%	-1%	-69*
25	Cn1nnnc1Sc1ncnc2scc(-c3ccc([N+](=O)[O-])cc3)c12	x	x	x	-5%	u	-100*
26	Cc1nc(C)c(-c2csc(NCc3ccco3)n2)s1	u	1%	-5%	2%	-9%	49
27	Cc1cccc(Cn2c(N3CCCCC3C)nc3c2c(=O)[nH]c(=O)n3C)c1 (stereo not given)	-10%	0%	-3%	0%	-2%	34
28	O=C(CCNS(=O)(=O)c1c(Cl)cccc1Cl)N1CCCC1	5%	x	-2%	-15%	-6%	6

#	Structure	HCV inh	Giardia FBPA inh	AMA1-RON2 inh	AmpC detergent	Sm TGR block	HCMV inh
29	CCn1c(CNc2nc(-c3ccccc3)cs2)nnc1SCC(=O)NCc1ccccc1	19%	5%	8%	1%	-35%	-11
30	O=C(c1cc[n+]([O-])cc1)N1CCCC(N2CCN(c3cccc(C(F)(F)F)c3)CC2)C1 (stereo not given)	x	x	-15%	1%	-10%	-1
31	CNc1ncc(C(=O)c2ccc(Cl)cc2)s1	-8%	-1%	-1%	-18%	-19%	33
32	CCN(CC)CCCNC(=O)CSc1nc2nc(C)c(Cc3ccccc3C)c(C)n2n1	x	x	x	11%	8%	-2
33	CCn1c(SCC(=O)Nc2ccc(C(C)=O)cc2)nc2nc3c(cc2c1=O)COC(C)(C)C3	-16%	-2%	-1%	-2%	-2%	77
34	CCc1ccc(/C=C2\SC(=S)N(CCCC(=O)Nc3ccccn3)C2=O)cc1	-4%	1%	-10%	-11%	3%	-103*
35	CCN(CC)C(=O)C1CCCN(Cc2ccccc2F)C1 (stereo not given)	10%	-26%	-13%	u	6%[11.4 µM]	-5
36	CC1(C)CC(=O)C2=C(C1)OC(N)=C(C#N)[C@@H]2c1ccccc1[N+](=O)[O-]	17%	u	-3%	-4%	u	65

Along the list, from the results shown:
Nos. 15 to 26 in HCV inh read x, -7%, x, 11%, -4%, -10%, -6%, 1%, u, -2%, x, u
Nos. 15 to 26 in AMA1-RON2 inh read x, -4%, x, 6%, -8%, 7%, 0%, 1%, -8%, -3%, x, -5%
Nos. 15 to 26 in Giardia FBPA inh read x, -9%, x, -11%, x, 6%, 0%, 0%, -28%, 1%, x, 1%

Next results follow.
#	Structure	HCV inh	Giardia FBPA inh	AMA1-RON2 inh	AmpC detergent	Sm TGR block	HCMV inh
37	COc1cc(Cl)c(C)cc1NC(=O)c1cn(CC(C)C)c(=O)c2cc(OC)c(OC)cc12	x	x	x	5%	-3%	-11
38	CCc1ccc(NC(=O)Nc2ccon2)cc1	4%	-3%	-13%	u	-3%	102
39	C[C@H](CO)N1C[C@H](C)[C@@H](CN(C)C(=O)Nc2ccc(C(F)(F)F)cc2)Oc2ccc(NC(=O)C3CC3)cc2C1=O	-29%	x	0%	x	x	8
40	CN(c1nc2c(c(=O)n(C)c(=O)n2C)n1CC(=O)c1ccccc1)C1CCCCC1	9%	3%	-2%	u	1%	u
41	CC1=C(C(=O)Nc2ccccc2)C(c2ccco2)NC(=S)N1 (stereo not given)	-15%	2%	-1%	u	-17%	-7
42	CCOC(=O)c1cc(NC(=O)c2cccnc2)ccc1N1CCOCC1	u	0%	18%	-6%	x	15
43	O=C(COc1ccc(F)cc1)Nc1nnc(SCc2cc(=O)n3ccccc3n2)s1	x	x	x	7%	0%	-7
44	CSCC[C@H](NC(=O)OCc1ccccc1)C(=O)O	5%	12%	-1%	1%	-10%	25

#	Structure	HCV inh	Giardia FBPA inh	AMA1-RON2 inh	AmpC detergent	Sm TGR block	HCMV inh
45	O=C(CSc1ncn[nH]1)Nc1ccccc1Sc1ccc(Cl)cc1	u	u	2%	-9%	16%	u
46	COc1ccccc1-n1cc(C(=O)NCC(=O)N2CCN(c3ccccn3)CC2)c2ccccc2c1=O	-1%	0%	4%	2%	7%	-6
47	CC(=O)Nc1ccc(S(=O)(=O)NCc2ccc(C)cc2)cc1	4%	7%	10%	4%	1%	-7
48	CCOC(=O)c1cnn2c(C)cc(-c3ccccc3)nc12	10µM*	25%	-6%	4%	6%	42
49	COC(=O)c1ccccc1NC(=O)Nc1cnccn1	11%	-1%	17%	-11%	4%	1
50	Cc1ccc(C(c2ccc(C)c(C)c2)C(O)C2OC(=O)C(O)C2O)cc1C (stereo not given)	23%	x	2%	x	x	1
51	COc1cc(CCN)ccc1O	-5%	1%	-3%	-13%	-6%	39
52	Cc1nnc(NC(=O)C23CC4CC(CC(C4)C2)C3)s1	-1%	6%	-4%	2%	9%	6

#	Structure	HCV inh	Giardia FBPA inh	AMA1-RON2 inh	AmpC detergent	Sm TGR block	HCMV inh
53	COc1cccc(C(=O)Nc2cccc(NC(=O)c3cccs3)c2)c1	u	-1%	-2%	2%	0%	45
54	O=C(NCc1cccnc1)C1CCN(Cc2cc3ccccc3n2Cc2ccccc2)CC1	x	x	x	11%	4%	-14
55	C[C@]12CC[C@H](O)CC1=C[C@H](O)C1C2CC[C@@]2(C)C1CC[C@@]2(O)C#Cc1ccc(CN)cc1 (stereo not given in full)	-9%	x	-17%	x	x	24
56	CC1=CC(C)(C)N(C(=O)CSc2nnc(N)s2)c2cc(C)c(C)cc21	u	2%	-5%	-9%	-15%	25
57	Cc1nc2c(C#N)cnn2c2c1CCN(Cc1ccccc1)N2C	-17%	-3%	1%	-2%	-27%	40
58	O=C(O)c1cc(S(=O)(=O)Nc2ccc3cn[nH]c3c2)ccc1O	2%	x	1%	-2%	-11%	12
59	Cc1ccc(NC(=O)COC(=O)C2CCN(c3ccc(C(F)(F)F)cn3)CC2)cc1	3%	x	0%	13%	1%	-73*
60	COc1cccc(C2C(C(=O)c3sc(C)nc3C)=C(O)C(=O)N2CCN(C)C)c1OC (stereo not given)	x	1%	x	u	-3%	x
